Screening results as filed in PubChem.
mIAP act: increases mouse intestinal alkaline phosphatase activity | muIAP, CDP-Star luminescence, 30 min; active compounds read high; 1 = vehicle-only enzyme signal, 0 = enzyme-free wells | activation factor at 10 µM | 330,000 compounds, 0.24% hits;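 active = activation factor of at least 2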; also: the source names both 10 and 20 µM as test concentration; values of inactives mirror those of a sister screen read the other way
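also added = chemiluminescent substrate CDP-Star | test system = mouse IAP enzyme | signal = chemiluminescence readout | compound = DMSO-dissolved test compounds | incubation = 30 min at room temperature | benchmarks = DMSO wells, no-enzyme wells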
A3A deaminase: blocks human APOBEC3A ssDNA deamination; P31941; recombinant A3A, FAM/TAMRA ssDNA deamination fluorescence; inhibition, % at 20 µM; 330,000 compounds, 0.41% hits; AID 493011;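 active = at least 40% inhibition at 20 µM here, with at most 30% in a related deaminase screen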;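 also: plate controls were A3A with DMSO for no effect and wells lacking A3A enzyme for full effect; some results filed as inactive read as strong as hits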
Target sequence (P31941 whole entry, looked up): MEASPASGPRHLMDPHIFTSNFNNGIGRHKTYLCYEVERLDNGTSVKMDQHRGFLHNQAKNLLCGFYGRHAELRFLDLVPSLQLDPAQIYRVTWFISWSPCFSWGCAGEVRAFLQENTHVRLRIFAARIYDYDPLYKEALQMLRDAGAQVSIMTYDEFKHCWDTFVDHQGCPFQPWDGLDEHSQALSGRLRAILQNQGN
HKDC1 inhibitor: inhibitors of human hexokinase HKDC1; recombinant HKDC1, G6PDH/diaphorase resazurin coupled fluorescence; Q2TB90; inhibition, % at 20 µM; 340,000 compounds, 0.16% hits;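 active = inhibition above about 35% when tested at 20 µM, limit read from the data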;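 also: plate controls were DMSO wells with enzyme for no effect and DMSO wells lacking enzyme for full effect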
Target sequence (Q2TB90 whole entry, looked up): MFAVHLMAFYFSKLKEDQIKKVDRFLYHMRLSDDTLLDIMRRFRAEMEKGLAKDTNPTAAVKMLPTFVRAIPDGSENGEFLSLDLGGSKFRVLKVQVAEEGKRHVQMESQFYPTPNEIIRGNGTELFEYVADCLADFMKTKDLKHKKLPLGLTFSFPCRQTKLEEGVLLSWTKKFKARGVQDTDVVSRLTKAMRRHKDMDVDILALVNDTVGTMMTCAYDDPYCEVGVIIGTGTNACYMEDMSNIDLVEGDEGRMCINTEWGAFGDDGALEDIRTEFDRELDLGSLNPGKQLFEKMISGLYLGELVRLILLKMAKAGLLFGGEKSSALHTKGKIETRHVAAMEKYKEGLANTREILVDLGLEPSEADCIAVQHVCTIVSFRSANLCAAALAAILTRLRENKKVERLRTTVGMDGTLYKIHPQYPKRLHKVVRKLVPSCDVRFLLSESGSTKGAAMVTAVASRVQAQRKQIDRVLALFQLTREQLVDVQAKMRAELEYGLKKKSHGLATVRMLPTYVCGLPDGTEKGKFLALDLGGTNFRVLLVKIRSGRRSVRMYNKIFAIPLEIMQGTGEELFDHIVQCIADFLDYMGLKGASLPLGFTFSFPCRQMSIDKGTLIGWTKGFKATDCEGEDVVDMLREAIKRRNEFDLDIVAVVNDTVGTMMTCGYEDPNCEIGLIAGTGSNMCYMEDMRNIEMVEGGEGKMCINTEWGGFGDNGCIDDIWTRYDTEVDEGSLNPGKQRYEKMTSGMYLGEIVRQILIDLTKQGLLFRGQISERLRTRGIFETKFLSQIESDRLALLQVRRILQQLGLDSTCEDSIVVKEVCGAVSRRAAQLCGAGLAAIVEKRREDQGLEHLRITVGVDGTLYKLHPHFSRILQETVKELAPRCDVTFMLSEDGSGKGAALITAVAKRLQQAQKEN
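System: Recombinant HKDC1 hexokinase | Amount: HKDC1 at 5 µg/mL | Reagent: Glucose with 1 mM ATP | Doses: Single 20 µM dose | Incubation: Reaction time 90 min, room temperature, protected from light | Signal: Coupled resazurin fluorescence, excitation 525 nm, emission 613 nm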
ATG4B inh: inhibitors of human ATG4B cysteine protease. ATG4B cleavage of LC3-PLA2, NBD-HPC fluorescence, 1 h. inhibition, % at 8.33 µM. 340,000 compounds, 0.51% hits; in the data active = inhibition above about 40%
hIAP act: human IAP activation; P09923; purified human IAP, CDP-Star luminescence, 30 min; active compounds read high; 1 = vehicle-only enzyme, 0 = enzyme-free background; activation factor at 10 µM; 330,000 compounds, 0.16% hits; AID 2524;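 active = activation factor of the enzyme at least 2-fold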; also: the source names both 10 and 20 µM as test concentration; values of inactives mirror those of a sister screen read the other way
PfGluPho inh: PfG6PD (Plasmodium falciparum) enzyme inhibition. 350,000 compounds, 0.78% hits. AID 504690. inhibition, % at 20 µM. PfGluPho enzyme, NADPH resazurin-diaphorase fluorescence;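 active = inhibition reaching at least a set limit at 20 µM in the primary screen, cut at about 59% in these data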;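 also: 0% = DMSO wells with substrate and 100% = DMSO wells lacking glucose-6-phosphate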
hIAP inh: blocks human intestinal alkaline phosphatase; P09923; purified IAP, CDP-Star luminescence, 30 min; inhibition, % at 10 µM; 330,000 compounds, 0.12% hits; AID 2544;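 active = inhibition reaching a set limit with compound at 10 µM in the primary screen, cut at about 35% in these data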;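 also: plate controls were DMSO wells with enzyme for no effect and no-enzyme buffer wells for full effect; values of inactives mirror those of a sister screen read the other way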
mIAP block: mouse IAP inhibition; inhibition, % at 10 µM; purified mouse IAP, CDP-Star luminescence, 30 min; 330,000 compounds, 0.2% hits; AID 2806;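 active = inhibition of at least 40% at 10 µM in the primary screen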;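 also: plate controls were DMSO with enzyme for no effect and no enzyme wells for full effect; values of inactives mirror those of a sister screen read the other way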
The depositor's hits bear a star; & = joins results of further samples. Outcome played no part in choosing rows; any-hit rate near 2.4%.

SMILES | mIAP act | A3A deaminase | HKDC1 inhibitor | ATG4B inh | hIAP act | PfGluPho inh | hIAP inh | mIAP block
CC1=C(C(=O)Nc2ccccc2C(=O)NCCCOC(C)C)SCCO1 | 1 | -4 | -3 | -4 | 1.1 | -4 | -5 | -3
COc1ccc(O)c(C(=O)CC(=O)c2ccccc2C)c1 | 1.1 | -5 | -10 | 4 | 0.96 | -17 | 4 | -6
CCCCC(=O)Nc1nnc(-c2ccco2)o1 | 1.1 | -4 | -5 | 4 | 0.99 | -19 | 1 | -6
Nc1ccccc1SSc1ccccc1N | 1.1 | 1 | -24 | -17 | 0.77 | 69* | 23 | -14
CCOc1cc(C(=O)NC(=S)Nc2ccc(Cl)c(C(=O)O)c2)cc(OCC)c1OCC | 0.88 | -1 | 3 | -3 | 1 | -10 | 0 | 12
COc1ccc(S(=O)(=O)Nc2ccc(NC(C)=O)cc2)cc1 | 0.93 | -1 | 11 | -6 | 1.1 | -3 | -12 | 8
CCc1nnc(NC(=O)c2ccc(COc3ccccc3)o2)s1 | 0.91 | 0 | 1 | 2 | 0.92 | -24 | 8 | 10
Cc1ccc(NC(=O)NC(=O)COc2c(F)c(F)cc(F)c2F)c(C)c1 | 0.99 | -6 | -7 | -11 | 1.1 | -7 | -10 | 1
CCC(CO)n1c(=S)[nH]c2cc(OC)c(OC)cc2c1=O (configuration not stated) | 0.82 | 1 | -11 | -1 | 1.1 | 18 | -5 | 18
O=C(CN1C(=O)c2ccccc2C1=O)OCC(=O)N1CCN(c2ccccc2)CC1 | 0.94 | 2 | -6 | -2 | 1.1 | 8 | -6 | 6
Cc1nn(CCc2nn[nH]n2)c2nc(-c3ccc(C4CCCCC4)cc3)cc(C(F)(F)F)c12 | 1 | -4 | 4 | 29 | 1.2 | 4 | -16 | -5
CCCNC(=O)NC(=O)COc1ccc(-c2ccc(C#N)cc2)cc1 | 1.1 | -3 | -1 | -22 | 1.1 | -8 | -7 | -8
N/C(=N\OC(=O)C1CCCCC1)c1ccncc1 | 0.9 | -2 | -11 | -4 | 1 | -17 | -4 | 10
CC(C)(CSc1ccccn1)NS(=O)(=O)c1ccc(Cl)cc1 | 1.1 | 0 | -9 | 16 | 0.9 | -5 | 10 | -7
O=C(COC(=O)C1CC(O)CN1S(=O)(=O)c1ccc(Cl)cc1)c1cccc(Cl)c1 (configuration not stated) | 0.94 | -7 | 5 | -3 | 0.92 | 6 | 8 | 6
COc1ccc(C)cc1S(=O)(=O)N1CCCC(C(=O)NCC2CCCO2)C1 (configuration not stated) | 1.1 | -4 | -5 | 10 | 1.1 | -13 | -8 | -6
Cc1ccccc1NCc1nc2ccccc2n1C | 0.98 | -4 | -2 | 2 | 1.1 | 0 | -14 | 2
CCS(=O)(=O)c1ccc(S(=O)(=O)CC)s1 | 0.91 | 3 | -1 | -7 | 0.94 | -11 | 6 | 9
COC(=O)C1=C(NC(=O)c2ccccc2C)CCS1 | 0.99 | -6 | -5 | 12 | 1.1 | 3 | -13 | 1
COc1ccc(/C=C2\SC(=O)N(CCCC(=O)Nc3cc(Cl)ccc3C(=O)O)C2=O)cc1 | 1 | -3 | 4 | 4 | 1 | -23 | -1 | -2
CC(C)CC(Nc1ncnc2scc(-c3ccccc3)c12)C(=O)O (configuration not stated) | 1 | -7 | -5 | 7 | 0.9 | -28 | 10 | -3
CC(=O)c1cccc(NC(=O)N2CCCC2C(=O)NCc2ccc(F)cc2)c1 (configuration not stated) | 0.96 | 3 | 0 | 4 | 0.94 | -13 | 6 | 4
COc1ccc(/C=C2\Oc3cc(OCC(=O)N4CC(O)C[C@H]4C(=O)O)ccc3C2=O)cc1OC (some centres not stated) | 0.88 | -2 | -3 | -22 | 0.91 | -1 | 9 | 12
CCOc1ccccc1CN1CCN(C2CCOCC2)CC1CCO (configuration not stated) | 0.94 | 8 | -6 | 0 | 1.1 | 1 | -5 | 6
Cc1ccc(S(=O)(=O)/N=C(/Nc2ccc(F)cc2F)c2ccc(F)cc2)cc1 | 1 | -3 | -8 | 4 | 1 | -5 | -5 | 0

One compound at a time, from the list above. Order of screens: mIAP act, A3A deaminase, HKDC1 inhibitor, ATG4B inh, hIAP act, PfGluPho inh, hIAP inh, mIAP block
CCOc1ccccc1CN1CCN(C2CCOCC2)CC1CCO (configuration not stated) in the list: 0.94, 8, -6, 0, 1.1, 1, -5, 6
Cc1ccc(S(=O)(=O)/N=C(/Nc2ccc(F)cc2F)c2ccc(F)cc2)cc1 in the list: 1, -3, -8, 4, 1, -5, -5, 0
CCc1nnc(NC(=O)c2ccc(COc3ccccc3)o2)s1 in the list: 0.91, 0, 1, 2, 0.92, -24, 8, 10
COc1ccc(/C=C2\SC(=O)N(CCCC(=O)Nc3cc(Cl)ccc3C(=O)O)C2=O)cc1 in the list: 1, -3, 4, 4, 1, -23, -1, -2
Cc1ccc(NC(=O)NC(=O)COc2c(F)c(F)cc(F)c2F)c(C)c1 in the list: 0.99, -6, -7, -11, 1.1, -7, -10, 1

Additional results
SMILES | mIAP act | A3A deaminase | HKDC1 inhibitor | ATG4B inh | hIAP act | PfGluPho inh | hIAP inh | mIAP block
COc1ccc(-c2nc(C(=O)O)cs2)cc1OC | 1.1 | -8 | 0 | -2 | 1.1 | -4 | -7 | -12
COc1cccc(CN2CC(C(=O)NCCOc3ccccc3F)CCC2=O)c1 (configuration not stated) | 0.98 | -1 | -1 | 0 | 0.92 | -8 | 8 | 2
Oc1ccc(-c2ccccc2)cc1CN1CCCCCC1 | 1 | -1 | -2 | 4 | 1 | 14 | -3 | -1
CS(=O)(=O)c1ccc(-c2cn3cc(C(=O)O)ccc3n2)cc1 | 0.97 | 4 | -8 | -5 | 1 | -9 | 0 | 3
Cc1nn(CC(=O)NNC(=O)c2ccc(Br)cc2)c(C)c1[N+](=O)[O-] | 0.86 | -3 | -4 | -1 | 1 | 4 | -2 | 14
C=CCn1cccc(C(=O)Nc2cc(OC)cc(OC)c2)c1=O | 0.94 | -1 | -5 | -12 | 1 | -6 | 0 | 6
CCn1c(SCC(=O)N2CCCCC2C)nnc1-c1ccco1 (configuration not stated) | 0.99 | 0 | -4 | 0 | 0.98 | -9 | 2 | 1
COc1cc(/C=N/N2CCN(Cc3ccc(Cl)cc3)CC2)ccc1OC(C)=O | 0.82 | -9 | -5 | -7 | 1.2 | 14 | -21 | 18
Cc1nnsc1-c1nnc(SCC(=O)c2ccc(C#N)cc2)n1C1CC1 | 1.2 | -10 | -1 | 5 | 1.1 | 1 | -15 | -15
O=C(C[C@@H]1C/C=C\C[C@@H](NC(=O)OCC2c3ccccc3-c3ccccc32)C(=O)OCCNC1=O)N[C@@H](CO)Cc1ccccc1 | 0.89 | -3 | -10 | -6 | 1.2 | 15 | -21 | 11
CCOC(=O)c1cccnc1SCC(=O)Nc1ccc(C)cc1 | 0.97 | 7 | 1 | -6 | 1.1 | 4 | -6 | 2
CCc1c(C(=O)NC(C)C2CCCO2)csc1C (configuration not stated) | 0.99 | 0 | 7 | -5 | 1.1 | -2 | -8 | 1
O=[N+]([O-])c1c(NCCO)cc(N2CCN(Cc3ccc4c(c3)OCO4)CC2)c2nonc12 | 0.82 | -1 | -12 | -2 | 0.95 | -19 | 4 | 18
O=C(Cn1c(NCCO)nc2ccccc21)Nc1ccc2c(c1)OCCCO2 | 1 | -1 | -3 | -2 | 1 | -4 | -2 | 0
O=C(COc1cccc(Cl)c1)Nc1cc(S(=O)(=O)N2CCOCC2)ccc1N1CCOCC1 | 0.94 | -3 | -2 | -6 | 0.89 | 3 | 11 | 6
C=CCNC(=S)NNc1nc2c(c(=O)[nH]1)C1(CCCCC1)Cc1ccccc1-2 | 0.86 | 1 | -3 | -2 | 1 | 16 | -1 | 14
O=C(COC(=O)c1ccc(OC(F)F)cc1)NCCNC(=O)COC(=O)c1ccc(OC(F)F)cc1 | 0.91 | 30 | -5 | 3 | 1 | -4 | -1 | 9
COc1ccc(Nc2nc3ccccc3n3nnnc23)cc1 | 0.88 | 1 | -9 | -5 | 0.9 | -13 | 10 | 12
Cc1ccccc1N1CCN(CC(=O)Nc2nc(C)c(C(=O)N(C)C)s2)CC1 | 1 | -2 | -5 | -7 | 0.84 | 14 | 16 | -1
O=C(CCN=C1NS(=O)(=O)c2ccccc21)OCC(=O)c1ccccc1 | 1 | -3 | -3 | -1 | 1.1 | -8 | -9 | 0
O=C(NCCO)c1ccc(-c2nnc(N3CCOCC3)c3ccccc23)cc1 | 0.95 | 1 | 2 | -6 | 0.96 | -1 | 4 | 5
COC(=O)/C(C#N)=C1/C=Cc2ccccc2N1C | 0.95 | 0 | 0 | 2 | 1 | -15 | -2 | 5
CN1CCCC(OC(=O)c2cccc(Br)c2)C1 (configuration not stated) | 0.99 | -3 | -1 | -3 | 0.91 | -9 | 10 | 1
C=CCNC(=O)Nc1ccc2nc(C)sc2c1 | 0.99 | -2 | -2 | 0 | 1.1 | -3 | -6 | 1
Cc1ccc(S(=O)(=O)NNC(=S)NC(C)(C)C)cc1 | 1 | -1 | -2 | -6 | 1.1 | -7 | -14 | 0
Remaining list, next part:
SMILES | mIAP act | A3A deaminase | HKDC1 inhibitor | ATG4B inh | hIAP act | PfGluPho inh | hIAP inh | mIAP block
CC(=O)N1CCC(=NNc2nc3ccccc3[nH]2)CC1 | 1 | 2 | -6 | 3 | 1.3 | -7 | -30 | 0
COc1ccc(NC(=O)c2ccc(CNc3c(NC4CCCCC4)c(=O)c3=O)cc2)c(OC)c1 | 1.1 | -2 | -5&0 | 3&-2 | 0.84 | -1&-13 | 16 | -11
Cc1c(NC(=O)c2cc(=O)[nH]c(=O)[nH]2)c(=O)n(-c2ccccc2)n1C | 0.98 | 0 | -4 | -5 | 0.91 | 1 | 9 | 2
CC1=CCC2COC(c3ccc[n+](Cc4ccccc4)c3)C1C2 (configuration not stated) | 0.9 | 11 | -5 | -5 | 0.86 | 5 | 14 | 10
CCC(C(=O)NCC1CCCO1)N(Cc1ccccc1)C(=O)CNS(=O)(=O)c1ccccc1 (configuration not stated) | 0.94 | -1 | -9 | -5 | 1.1 | 4 | -8 | 6
O=C(Nc1ccc2c(c1)oc1ccc(S(=O)(=O)N3CCCC3)cc12)C1CC1 | 1 | 3 | -2 | -3 | 1.2 | -6 | -22 | -4
CCOc1ccccc1NC(=O)CCNC(=O)Cn1ccc2ccccc2c1=O | 0.96 | -1 | -8 | -14 | 1.1 | 22 | -6 | 4

6 structures already listed, sorted by length of the SMILES, low to high:
SMILES | mIAP act | A3A deaminase | HKDC1 inhibitor | ATG4B inh | hIAP act | PfGluPho inh | hIAP inh | mIAP block
CC(=O)N1CCC(=NNc2nc3ccccc3[nH]2)CC1 | 1 | 2 | -6 | 3 | 1.3 | -7 | -30 | 0
Cc1ccc(S(=O)(=O)NNC(=S)NC(C)(C)C)cc1 | 1 | -1 | -2 | -6 | 1.1 | -7 | -14 | 0
CCOc1ccccc1NC(=O)CCNC(=O)Cn1ccc2ccccc2c1=O | 0.96 | -1 | -8 | -14 | 1.1 | 22 | -6 | 4
O=C(Nc1ccc2c(c1)oc1ccc(S(=O)(=O)N3CCCC3)cc12)C1CC1 | 1 | 3 | -2 | -3 | 1.2 | -6 | -22 | -4
Cc1c(NC(=O)c2cc(=O)[nH]c(=O)[nH]2)c(=O)n(-c2ccccc2)n1C | 0.98 | 0 | -4 | -5 | 0.91 | 1 | 9 | 2
COc1ccc(NC(=O)c2ccc(CNc3c(NC4CCCCC4)c(=O)c3=O)cc2)c(OC)c1 | 1.1 | -2 | -5&0 | 3&-2 | 0.84 | -1&-13 | 16 | -11
